Screening results as filed in PubChem BioAssay.
NFkB binder: binds human NF-kappa-B p105 on microarray; Small molecule microarray, anti-His fluorescence binding; 17,000 compounds, 1.3% hits; calls only; P19838;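 active = spot fluorescence over background significantly raised, with a chance value under 7% in all four replicate spots of the compound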;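 note: probe protein is his-tagged human p50 processed subunit at 1 µg/ml; raw spot fluorescence signals with no normalization applied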
Target sequence (P19838 1-433 limits assumed): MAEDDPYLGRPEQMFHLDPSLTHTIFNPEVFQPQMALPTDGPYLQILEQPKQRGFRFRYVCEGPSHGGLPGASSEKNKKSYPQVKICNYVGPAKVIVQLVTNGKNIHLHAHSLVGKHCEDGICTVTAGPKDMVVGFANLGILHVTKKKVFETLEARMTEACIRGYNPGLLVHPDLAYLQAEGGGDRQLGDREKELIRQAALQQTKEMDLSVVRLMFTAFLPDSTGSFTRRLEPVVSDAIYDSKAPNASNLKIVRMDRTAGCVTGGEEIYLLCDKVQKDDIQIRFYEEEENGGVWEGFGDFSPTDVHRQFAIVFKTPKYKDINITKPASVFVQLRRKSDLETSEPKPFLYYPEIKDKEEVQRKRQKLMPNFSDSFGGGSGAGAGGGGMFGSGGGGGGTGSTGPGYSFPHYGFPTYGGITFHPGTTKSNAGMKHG
Calls only; i = inactive; + = active, no number. These rows are one share of the data (hit frequency here may not be typical).

SMILES | NFkB binder
CNC[C@H]1Oc2ccc(NC(=O)NC3CCCCC3)cc2C(=O)N([C@H](C)CO)C[C@@H]1C | i
COc1ccc(NC(=O)N(C)C[C@@H]2Oc3ccc(NS(C)(=O)=O)cc3C(=O)N([C@@H](C)CO)C[C@@H]2C)cc1 | i
Cc1ccc(OCC(=O)Nc2nc(C)cc(C)n2)cc1 | i
COc1cc(C(C)/C=C(/C)CC(=O)O)oc(=O)c1C (centres undefined) | i
O=C(O)/C=C1\CCCc2ccccc2C1O (centres undefined) | i
O=C(COc1ccc(C(=O)Nc2ccccc2Cl)cc1)Nc1cc(Cl)cc(Cl)c1 | i
C[C@@H]1CN([C@@H](C)CO)C(=O)c2cc(NC(=O)Cn3cnnn3)ccc2O[C@@H]1CN(C)Cc1ccc(Cl)c(Cl)c1 | i
COc1ccc(OC)c(S(=O)(=O)Nc2ccc(C(N)=O)cc2)c1 | i
C[C@@H]1CN([C@@H](C)CO)C(=O)Cc2cc(N(C)C)ccc2O[C@H]1CN(C)S(=O)(=O)c1cccs1 | i
C[C@H]1CN([C@@H](C)CO)C(=O)c2cc(NC(=O)C3CC3)ccc2O[C@@H]1CN(C)C | i
O=C(CC1C(=O)NCCN1C(=O)c1ccc(F)cc1)OCc1ccccc1 (centres undefined) | i
Cc1noc(C)c1NC(=O)N(C)C[C@@H]1Oc2ccc(NS(=O)(=O)c3cn(C)cn3)cc2C(=O)N([C@@H](C)CO)C[C@@H]1C | i
Cc1noc(C)c1NC(=O)N(C)C[C@H]1Oc2c(NC(=O)c3ccncc3)cccc2C(=O)N([C@H](C)CO)C[C@H]1C | i
CC(=O)n1cc([C@@H]2C=C(C(=O)N3CCCCCCC3)O[C@H](OCCCCO)C2)c2ccccc21 | i
COc1ccc(S(=O)(=O)N(C)C[C@H]2Oc3ccc(NC(=O)Nc4ccc5c(c4)OCO5)cc3CC(=O)N([C@H](C)CO)C[C@@H]2C)cc1 | i
COc1ccc(S(=O)(=O)Nc2ccc3c(c2)C(=O)N([C@@H](C)CO)C[C@@H](C)[C@H](CN(C)Cc2ccc(C(=O)O)cc2)O3)cc1 | i
C[C@@H]1CCCCO[C@@H](CN(C)C)[C@H](C)CN([C@@H](C)CO)C(=O)c2cc(NC(=O)CCC(F)(F)F)ccc2O1 | i
COc1cc(CCC(O)CC(O)CCc2ccc(O)c(OC)c2)ccc1O (centres undefined) | i
O=C(c1c[nH]c2ccccc12)C(O)C(c1ccccc1)N1CCCCC1 (centres undefined) | i
C[C@H](CO)N1C[C@H](C)[C@H](CN(C)Cc2ccc(C(F)(F)F)cc2)Oc2ccc(NC(=O)Cc3ccccc3)cc2CC1=O | i
C[C@@H]1CN([C@@H](C)CO)C(=O)Cc2cc(NC(=O)CCN3CCOCC3)ccc2O[C@@H]1CN(C)C(=O)Nc1cccc2ccccc12 | i
NC(CC(=O)Nc1ccc(Cl)cc1)C(=O)O (centres undefined) | i
C[C@@H]1CN([C@@H](C)CO)C(=O)c2cccc(NC(=O)Nc3ccc(F)cc3)c2O[C@@H]1CN(C)Cc1ccc(C(=O)O)cc1 | i
CCCCCCCCCCC/C=C\C/C=C\CCCC(=O)O | i
Cc1ccccc1NC(=O)CSC1CC(=O)N(c2ccccc2)C1=O (centres undefined) | i
Cc1noc(C)c1S(=O)(=O)N(C)C[C@@H]1Oc2ccc(NS(=O)(=O)c3cccs3)cc2CC(=O)N([C@@H](C)CO)C[C@@H]1C | i
CNC[C@H]1Oc2c(NS(=O)(=O)c3ccc(OC)cc3)cccc2C(=O)N([C@H](C)CO)C[C@@H]1C | i
C[C@@H]1CN([C@H](C)CO)C(=O)c2cccc(NC(=O)C3CCCCC3)c2O[C@@H]1CN(C)C(=O)Nc1ccc2c(c1)OCO2 | i
COc1ccccc1NC(=O)Cn1cnc2scc(-c3cccc([N+](=O)[O-])c3)c2c1=O | i
COc1ccc(S(=O)(=O)Nc2ccc3c(c2)C(=O)N([C@@H](C)CO)C[C@@H](C)[C@@H](CN(C)CC2CCCCC2)OCCCC[C@H](C)O3)cc1 | i

Among those listed so far, two contain a CF3 group.
SMILES | NFkB binder
C[C@@H]1CCCCO[C@@H](CN(C)C)[C@H](C)CN([C@@H](C)CO)C(=O)c2cc(NC(=O)CCC(F)(F)F)ccc2O1 | i
C[C@H](CO)N1C[C@H](C)[C@H](CN(C)Cc2ccc(C(F)(F)F)cc2)Oc2ccc(NC(=O)Cc3ccccc3)cc2CC1=O | i

Back to the main list with the 4 entries that preceded the break.
SMILES | NFkB binder
CNC[C@H]1Oc2c(NS(=O)(=O)c3ccc(OC)cc3)cccc2C(=O)N([C@H](C)CO)C[C@@H]1C | i
C[C@@H]1CN([C@H](C)CO)C(=O)c2cccc(NC(=O)C3CCCCC3)c2O[C@@H]1CN(C)C(=O)Nc1ccc2c(c1)OCO2 | i
COc1ccccc1NC(=O)Cn1cnc2scc(-c3cccc([N+](=O)[O-])c3)c2c1=O | i
COc1ccc(S(=O)(=O)Nc2ccc3c(c2)C(=O)N([C@@H](C)CO)C[C@@H](C)[C@@H](CN(C)CC2CCCCC2)OCCCC[C@H](C)O3)cc1 | i
C[C@H]1CN([C@@H](C)CO)C(=O)CCCn2cc(nn2)CO[C@H]1CN(C)Cc1ccc(Cl)c(Cl)c1 | i
C=C(C)C1CCC2(C(=O)O)CCC3(C)C(CCC4C5(C)C(C=O)C(O)C(C)(CO)C5CCC43C)C12 (centres undefined) | i
Cc1noc(C)c1NC(=O)Nc1cccc2c1O[C@H](CN(C)Cc1ccc(C(F)(F)F)cc1)[C@@H](C)CN([C@H](C)CO)C2=O | i
COc1ccc(CN(C)C[C@@H]2Oc3ccc(NC(=O)Nc4ccc(OC)cc4)cc3CC(=O)N([C@@H](C)CO)C[C@@H]2C)cc1 | i
C[C@@H]1CN([C@@H](C)CO)C(=O)c2cc(NS(=O)(=O)c3cccs3)ccc2O[C@@H]1CN(C)Cc1ccc(-c2ccccc2)cc1 | i
C[C@@H]1CN([C@@H](C)CO)C(=O)Cc2cc(NC(=O)NC3CCCCC3)ccc2O[C@H]1CN(C)Cc1ccncc1 | i
C[C@@H]1CN([C@@H](C)CO)C(=O)c2cccc(NC(=O)NC3CCCCC3)c2O[C@@H]1CN(C)Cc1ccc(Cl)c(Cl)c1 | i
Cc1ccc(S(=O)(=O)N2CCN(Cc3ccc(OCCO)cc3)CC2)cc1 | i
Cc1ccc(S(=O)(=O)N(C)C[C@H]2OCCCC[C@@H](C)Oc3ccc(NC(=O)Nc4ccccc4)cc3C(=O)N([C@H](C)CO)C[C@H]2C)cc1 | i
C[C@@H](CN1CCC(Cc2ccccc2)CC1)[C@@H](O)c1ccc(O)cc1 | i
CC(=O)Nc1cccc(NC(=S)NCc2ccco2)c1 | i
C[C@@H]1CN([C@@H](C)CO)C(=O)Cc2cc(NC(=O)CCN3CCOCC3)ccc2O[C@@H]1CN(C)S(=O)(=O)c1cn(C)cn1 | i
C[C@H](CO)N1C[C@H](C)[C@H](CN(C)Cc2ccncc2)Oc2ccc(NC(=O)Nc3ccc(F)cc3)cc2C1=O | i
C[C@@H]1CN([C@H](C)CO)C(=O)Cc2cc(NC(=O)Nc3ccc4c(c3)OCO4)ccc2O[C@H]1CN(C)C(=O)Nc1ccccc1 | i
O=C(/C=C/c1ccccc1)CC(=O)/C=C/c1ccccc1 | i
CC(C)(C)OC(=O)NCCOCCOCCNc1ncnc2ccccc12 | i
O=S1(=O)NC(=NCCCCO)c2ccccc21 | i
O=C(CSc1nnc(-c2ccncc2)o1)c1ccc2ccccc2c1 | i
Cc1ccc(S(=O)(=O)N2CCCC(C(=O)Nc3ccc4c(c3)OCCO4)C2)cc1 (centres undefined) | i
CNC[C@H]1OCCCC[C@@H](C)Oc2ccc(N)cc2C(=O)N([C@@H](C)CO)C[C@H]1C | i
Cc1cc(C(=O)Nc2cccc3c2O[C@@H](CN(C)C(=O)Nc2ccccc2)[C@@H](C)CN([C@@H](C)CO)C3=O)n(C)n1 | i
CC1(C)CC(=O)C2=C(C1)Nc1ccccc1N(C(=O)Cc1ccccc1)C2c1ccc(-c2ccccc2[N+](=O)[O-])o1 (centres undefined) | i
C[C@@H]1O[C@@H](O[C@H]2CC[C@@]3(C)C(CC[C@]4(C)C3CC=C3C5CC(C)(C)CC[C@]5(C(=O)O[C@@H]5O[C@H](CO)[C@@H](O)[C@H](O)[C@H]5O)CC[C@]34C(=O)O)C2(C)C)[C@H](O)[C@H](O)[C@H]1O (some centres undefined) | i
CC(C)NC(=O)Nc1ccc2c(c1)C(=O)N([C@H](C)CO)C[C@@H](C)[C@@H](CN(C)S(=O)(=O)c1cn(C)cn1)OCCCC[C@H](C)O2 | i
COc1ccc(NC(=O)N(C)C[C@@H]2Oc3c(NC(=O)c4cnccn4)cccc3C(=O)N([C@H](C)CO)C[C@@H]2C)cc1 | i
C[C@@H]1CN([C@H](C)CO)C(=O)c2cc(NC(=O)CCC(F)(F)F)ccc2O[C@@H](C)CCCCO[C@@H]1CN(C)C(=O)CCC(F)(F)F | i
C[C@H](CO)N1C[C@H](C)[C@H](CN(C)Cc2ccc(Cl)c(Cl)c2)Oc2ccc(NC(=O)C3CC3)cc2CC1=O | i
CCOc1ccc(-n2c(SCc3nc4ccccc4[nH]3)nc3sc4c(c3c2=O)CCCC4)cc1 | i
C[C@@H]1CN([C@H](C)CO)C(=O)CCCn2cc(nn2)CO[C@H]1CN(C)C(=O)Nc1cccc(Oc2ccccn2)c1 | i
CNCCC=C1c2ccccc2C=Cc2ccccc21 | i
COc1ccc([Si](C)(C)[C@@H]2[C@@H](CC(=O)N3CCC[C@H]3CO)O[C@]3(C(=O)N(C)c4c(Br)cc(C)cc43)[C@H]2C)cc1 | i
C[C@H]1CN([C@@H](C)CO)C(=O)c2cccc(NS(C)(=O)=O)c2O[C@@H]1CN(C)Cc1ccncc1 | i
COc1ccc(NC(=O)Nc2ccc3c(c2)C(=O)N([C@H](C)CO)C[C@@H](C)[C@H](CN(C)S(=O)(=O)c2ccc(Cl)cc2)O3)cc1 | i
COc1ccc(/C=C/C(=O)O[C@@H]2[C@@H](O)[C@H](C)O[C@@H](O[C@H]3[C@@H]4C=CO[C@@H](O[C@H]5O[C@@H](CO)[C@H](O)[C@@H](O)[C@@H]5O)[C@@H]4[C@@]4(CO)O[C@@H]34)[C@@H]2OC(C)=O)cc1 | i
Cc1noc(C)c1NC(=O)N(C)C[C@H]1Oc2ccc(NC(=O)Nc3ccc(F)cc3)cc2C(=O)N([C@H](C)CO)C[C@H]1C | i
C[C@@H]1CN([C@H](C)CO)C(=O)Cc2cc(N(C)C)ccc2O[C@@H]1CN(C)S(=O)(=O)c1cn(C)cn1 | i
C[C@@H]1CCCCO[C@H](CN(C)C(=O)CCC(F)(F)F)[C@H](C)CN([C@@H](C)CO)C(=O)c2cc(NC(=O)c3ccncc3)ccc2O1 | +
NC(=O)CNCCC(c1ccccc1)c1ccccc1 | i
CNC[C@@H]1Oc2c(NC(=O)c3ccncc3)cccc2C(=O)N([C@H](C)CO)C[C@H]1C | i
C#CCNC(=O)C1=C[C@H](c2cn(C(C)=O)c3ccccc23)C[C@H](OCc2ccc(CO)cc2)O1 | i
COc1ccc(NC(=O)N(C)C[C@H]2Oc3ccc(NS(=O)(=O)c4ccccc4)cc3C(=O)N([C@@H](C)CO)C[C@@H]2C)cc1 | i
Cc1noc(C)c1NC(=O)Nc1ccc2c(c1)CC(=O)N([C@H](C)CO)C[C@@H](C)[C@H](CN(C)S(=O)(=O)c1ccccc1)O2 | i
COc1ccc(S(=O)(=O)Nc2ccc3c(c2)C(=O)N([C@@H](C)CO)C[C@H](C)[C@H](CN(C)S(=O)(=O)c2c(C)noc2C)O3)cc1 | i
C[C@H]1CN([C@@H](C)CO)C(=O)Cc2cc(NC(=O)NC3CCCCC3)ccc2O[C@H]1CN(C)C(=O)Nc1ccc(F)cc1 | i
Cc1cc(NC(=O)c2cc3nc(-c4cccs4)cc(C(F)(F)Cl)n3n2)n(-c2ccccc2)n1 | i

The final 3 compounds of the section before lead into the next.
SMILES | NFkB binder
COc1ccc(S(=O)(=O)Nc2ccc3c(c2)C(=O)N([C@@H](C)CO)C[C@H](C)[C@H](CN(C)S(=O)(=O)c2c(C)noc2C)O3)cc1 | i
C[C@H]1CN([C@@H](C)CO)C(=O)Cc2cc(NC(=O)NC3CCCCC3)ccc2O[C@H]1CN(C)C(=O)Nc1ccc(F)cc1 | i
Cc1cc(NC(=O)c2cc3nc(-c4cccs4)cc(C(F)(F)Cl)n3n2)n(-c2ccccc2)n1 | i
CCN(CC(=O)Nc1cccc(SC)c1)S(=O)(=O)c1ccc(C)cc1 | i
C[C@@H]1CN([C@H](C)CO)C(=O)c2cccc(NC(=O)c3ccncc3)c2O[C@@H]1CN(C)Cc1ccc(Cl)c(Cl)c1 | i
O=C1O[C@H](c2ccccc2)[C@H](c2ccccc2)N2[C@H]1[C@@H](C(=O)N1CCCCCCC1)[C@]1(C(=O)Nc3ccc(C#CC4(O)CCCCCC4)cc31)[C@H]2c1ccc(O)cc1 | i
C[C@H](CO)N1C[C@H](C)[C@H](CN(C)C(=O)Nc2cccc3ccccc23)Oc2ncc(-c3cc4ccccc4o3)cc2C1=O | i
C[C@@H]1CN([C@@H](C)CO)C(=O)c2cc(NS(C)(=O)=O)ccc2O[C@@H](C)CCCCO[C@@H]1CN(C)C(=O)c1ccncc1 | i
C[C@@H]1CN([C@@H](C)CO)C(=O)c2cccc(NC(=O)c3cnccn3)c2O[C@H]1CN(C)CC1CC1 | i
C[C@@H]1CCCCO[C@@H](CN(C)S(=O)(=O)c2cn(C)cn2)[C@@H](C)CN([C@@H](C)CO)C(=O)c2cc(NC(=O)Cc3ccccc3)ccc2O1 | i
COC1OC2c3cc4c(cc3CCN(C)C2c2ccc3c(c21)OCO3)OCO4 (centres undefined) | i
Cc1ccc(OCC(=O)OC2CCN(C)CC2)cc1 | i
Cc1noc(C)c1NC(=O)Nc1ccc2c(c1)CC(=O)N([C@@H](C)CO)C[C@H](C)[C@@H](CN(C)C(=O)Nc1cccc3ccccc13)O2 | i
COC(=O)c1csc(C(=O)c2c[nH]c3ccccc23)n1 | i
C[C@H]1CN([C@@H](C)CO)C(=O)Cc2cc(NC(=O)Nc3ccc(C(F)(F)F)cc3)ccc2O[C@H]1CN(C)C(=O)NC1CCCCC1 | i
